Source: PubChem
14-3-3g Raf: modulators of 14-3-3 gamma protein binding, primary screen, biochemical, fluorescence polarization. 14-3-3 protein gamma (Homo sapiens), P61981. FP, 14-3-3gamma / TMR-pS259-Raf peptide binding. inhibition, % at 40 µM. hit rate 0.19% among 160,000. AID 422, 2006; in the data active means inhibition above about 30%;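 further: 0% = protein plus tracer without compound and 100% = blank with tracer alone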
Target sequence (P61981 whole entry, looked up): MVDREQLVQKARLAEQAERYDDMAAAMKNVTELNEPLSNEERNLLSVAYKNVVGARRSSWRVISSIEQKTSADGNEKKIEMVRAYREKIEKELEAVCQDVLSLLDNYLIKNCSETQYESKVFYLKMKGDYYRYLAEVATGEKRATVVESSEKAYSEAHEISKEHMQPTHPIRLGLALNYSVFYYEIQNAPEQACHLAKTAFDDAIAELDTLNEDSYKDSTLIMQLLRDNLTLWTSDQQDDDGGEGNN
* marks the source's active call; other numbers are inactive results; & = joins results of further samples.

SMILES	14-3-3g Raf
COc1cc(OC)cc(-c2nc3ccc(-c4ccc5nc(-c6cc(OC)cc(OC)c6)oc(=O)c5c4)cc3c(=O)o2)c1	0.2
N#Cc1ccc(-c2cccs2)nc1SCc1ccc(Br)cc1	-221.1
CC(CCc1ccccc1)NC(=O)C1CCN(c2nnc(-n3cccc3)s2)CC1 (stereo unspecified)	-5.0
CCOc1ccc(S(=O)(=O)Nc2ccc(Br)cc2)c2cccnc12	-10.5
CCC(=O)N1CCc2cc(S(=O)(=O)Nc3cc(C)ccc3OC)ccc21	-11.7
O=C(NCC1CCCO1)C1c2ccccc2C(=O)N2CCc3ccccc3C12 (stereo unspecified)	-4.6
COC(=O)CNC(=O)c1nn(-c2cc(OC)cc(OC)c2)c(=O)c2ccccc12	-10.6
O=C(Nc1cnc2ccccc2c1)N1CCOCC1	2.1&5.7
COC(=O)c1ccc(=O)n(Cc2ccc3c(c2)OCO3)c1	1.4
COc1cc(C)nc(N2CCC(C(=O)NC3CCCCC3)CC2)n1	-4.9
CC(C)OC(=O)C1C(=O)CC(C)(O)C(C(=O)OC(C)C)C1c1ccc([N+](=O)[O-])cc1 (stereo unspecified)	-3.5
CCOC(=O)CSc1nn(C)c(=S)s1	0.5
COc1cc(Nc2nc(SCc3cc(=O)n4cc(Cl)ccc4n3)nc3ccccc23)cc(OC)c1	-12.8
Cc1c(C(=O)Oc2cccc3cccnc23)cccc1[N+](=O)[O-]	-11.0
COc1ccccc1NS(=O)(=O)c1cc(Cl)ccc1OC	-2.7
CCOC(=O)N1CCN(C(=O)C2CCN(S(=O)(=O)c3ccc(Br)s3)CC2)CC1	-8.2
O=C(CSc1nnc(-c2cccs2)o1)N1CCCCC1	-5.6
O=S(=O)(c1ccc(Cl)cc1)c1nc(-c2ccco2)oc1SCc1ccc(F)cc1	-40.0
O=C1CC(c2ccc(F)cc2)Sc2ccccc2N1 (stereo unspecified)	5.9
c1ccc(COc2ccc(Nc3ncnc4nc[nH]c34)cc2)cc1	-2.2
CCOC(=O)c1cnc2ccccc2c1NCc1ccco1	-13.3
Cc1ccc(-n2nc(C)c(S(=O)(=O)c3ccccc3)c2OC(=O)c2ccco2)c(C)c1	-1.7
COn1c(SCc2cccnc2)nc2ccccc2c1=O	-4.5
Cn1c(-c2c(C(C)(C)C)oc3cc(OC(=O)C(C)(C)C)ccc3c2=O)nc2ccccc21	-2.0
COc1cccc(C2=NOC(C(=O)Nc3ccc(OC)c(OC)c3)C2)c1 (stereo unspecified)	-2.0
CCOCCOC(=O)C1=C(C)NC2=C(C(=O)CC(c3ccc(OC)cc3)C2)C1c1ccc(Br)cc1 (stereo unspecified)	-6.0
Cc1sc2nc(C(C)Nc3ccccc3N3CCOCC3)[nH]c(=O)c2c1C (stereo unspecified)	-28.5
O=C(NCCOC(=O)c1ccc(C(=O)OCCNC(=O)c2ccccc2)o1)c1ccccc1	3.1
O=S(=O)(c1cccc2cccnc12)N1CCc2ccccc21	-12.8
Cc1sc(NC(=O)c2cc3ccccc3oc2=O)c(C#N)c1C	-22.2

Grouped by structure, those above with an aryl methoxy group.
SMILES	14-3-3g Raf
COc1cc(OC)cc(-c2nc3ccc(-c4ccc5nc(-c6cc(OC)cc(OC)c6)oc(=O)c5c4)cc3c(=O)o2)c1	0.2
CCC(=O)N1CCc2cc(S(=O)(=O)Nc3cc(C)ccc3OC)ccc21	-11.7
COC(=O)CNC(=O)c1nn(-c2cc(OC)cc(OC)c2)c(=O)c2ccccc12	-10.6
COc1cc(C)nc(N2CCC(C(=O)NC3CCCCC3)CC2)n1	-4.9
COc1cc(Nc2nc(SCc3cc(=O)n4cc(Cl)ccc4n3)nc3ccccc23)cc(OC)c1	-12.8
COc1ccccc1NS(=O)(=O)c1cc(Cl)ccc1OC	-2.7
COc1cccc(C2=NOC(C(=O)Nc3ccc(OC)c(OC)c3)C2)c1 (stereo unspecified)	-2.0
CCOCCOC(=O)C1=C(C)NC2=C(C(=O)CC(c3ccc(OC)cc3)C2)C1c1ccc(Br)cc1 (stereo unspecified)	-6.0

Further structures follow:
SMILES	14-3-3g Raf
N#C/C(=C\c1ccc(O)c(O)c1)C(=O)NCCCc1ccccc1	-8.3&2.8
COC(=O)CNC(=O)c1cc(OC)c(OC)c(OC)c1	0.7
CCN1CCN(C(c2cc(OC)ccc2OC)c2nnnn2Cc2ccccc2)CC1 (stereo unspecified)	-3.0
CC1CCC(N2C(=O)C3C(C(=O)Nc4ccc(C(C)C)cc4)C4C=CC3(O4)C2C(=O)NC2CCCCC2)CC1 (stereo unspecified)	-7.0
CCc1ccc(NC(=O)C(NS(=O)(=O)c2ccc3c(c2)CCN3C(C)=O)C(C)C)cc1 (stereo unspecified)	-20.2
CCOC(=O)c1ccccc1NC(=O)CN(c1ccccc1OCC)S(C)(=O)=O	-16.5
CCOC(=O)C1=C(C)NC2=C(C(=O)c3ccccc32)C1c1ccccc1OC (stereo unspecified)	-76.0
COc1ccc(-n2nc(C(=O)NCC(=O)N3CCCC3)c3ccccc3c2=O)cc1	22.5
CCCCCC(C(=O)O)C(C)CC(=O)NC1CCCCC1 (stereo unspecified)	-1.4
CSc1nnc(-c2ccncc2)n1CCCN1CCCC1=O	-7.5
COc1ccc(C2C(C(=O)Nc3cc(OC)c(OC)c(OC)c3)c3ccccc3C(=O)N2C)cc1OC (stereo unspecified)	-3.5
Cc1ccc(-c2nnc(SCC(=O)Nc3ccccc3N3CCOCC3)o2)cc1	-2.6
COc1cccc(NS(=O)(=O)c2ccc3c(c2)c(=O)n(C)c(=O)n3C)c1	-7.7
CCOC(=O)CSc1nc(-c2ccccc2)cc(-c2ccc(Cl)cc2)c1C#N	4.0
Cc1ccc(CN2C(=O)c3ccccc3C2C(=O)NCCCN2C(C)CCCC2C)cc1 (stereo unspecified)	6.1
O=C(NCc1n[nH]c(=S)n1-c1ccc(Br)cc1)c1ccc(S(=O)(=O)N2CCCC2)cc1	12.2
COc1ccc(C2CC(c3c(-c4ccccc4)c4cc(Br)ccc4[nH]c3=O)=NN2C(C)=O)cc1 (stereo unspecified)	-6.0
CC1=C(C(=O)Nc2ccccc2Cl)C(c2ccc(N(C)C)cc2)NC(=O)N1 (stereo unspecified)	0.4
Cc1ccccc1NC(=O)c1ccccc1NC(=O)c1ccccc1F	-4.6
CC1CCCC(C)N1C(=O)CN1CCN(c2nc(-c3ccc(F)cc3)cs2)CC1 (stereo unspecified)	-6.7

Ordered by length of the SMILES (lowest first): some entries from above
SMILES	14-3-3g Raf
Cc1ccccc1NC(=O)c1ccccc1NC(=O)c1ccccc1F	-4.6
CCOC(=O)CSc1nc(-c2ccccc2)cc(-c2ccc(Cl)cc2)c1C#N	4.0
Cc1ccc(CN2C(=O)c3ccccc3C2C(=O)NCCCN2C(C)CCCC2C)cc1 (stereo unspecified)	6.1

New compounds follow
SMILES	14-3-3g Raf
O=C(CN1C(=O)CSc2ncccc21)NCCN1CCOCC1	2.2
Cc1ccc(OCc2nc3ccccc3n2CC(C)C)cc1	2.7
Cc1cccc(OCC(=O)N2CCC(N3CCN(C)CC3)CC2)c1	-1.8
CCC1SC2=NC(C)=C(C(=O)OCc3ccccc3)C(c3ccc(Cl)cc3)N2C1=O (stereo unspecified)	-1.0
Cc1ccc(S(=O)(=O)Nc2ccc3oc(C)c(C(=O)OC(C)C)c3c2)c(C)c1	-34.3
Cc1ccc2sc(NC(=O)CN3C(=O)CCC3=O)nc2c1C	-8.8
CN1CCN(CCCNC(=O)Cn2ccc3ccccc3c2=O)CC1	-2.2
CCOc1ccc(C2C(C(=O)OCc3ccccc3)=C(C)N=C3SC(CC)C(=O)N32)cc1 (stereo unspecified)	-24.5
CCOc1ccc(-n2c(=O)c3c(C)c(C)sc3n(CC(=O)NCc3ccco3)c2=O)cc1	-6.6
Cc1nc2cc(C(F)(F)F)ccc2n1C1CCN(CC(=O)NC(C)(C)C)CC1	1.6
COC(=O)c1c(NC(=O)C2CC2c2ccccc2)sc(C)c1C (stereo unspecified)	-10.2
O=C(Nc1ccc(N2CCOCC2)cc1)C1CC1	-5.2
NC(=O)c1cc2cc(Br)ccc2oc1=Nc1cc(C(F)(F)F)ccc1N1CCCCC1	1.4
O=C(CSc1nc2ccccc2o1)Nc1nc(-c2ccccc2)cs1	-10.1
O=C1C2CCCN2C(c2ccc(Br)cc2)N1c1ccc(F)cc1 (stereo unspecified)	-2.7
COc1ccc(NC(=NS(=O)(=O)c2ccccc2)c2ccccc2)cc1	-1.6
Cn1cnnc1Sc1nc2c(c(=O)n(C)c(=O)n2C)n1C	-4.3
Cc1ccc(C2CC(=O)C3=C(C2)Nc2ccccc2N2C(=O)c4ccccc4C32)cc1 (stereo unspecified)	3.6
COc1cc2c(cc1OC)C(C(=O)Nc1ccc(Oc3ccccc3)cc1)C(c1cccs1)N(C)C2=O (stereo unspecified)	-2.8
Cc1n[nH]c(C)c1S(=O)(=O)N1CCc2ccccc21	-0.4
CCC(=O)Oc1c(Sc2ccccc2)c(C)nn1-c1ccccc1	-6.2
CCSCCOC(=O)C1=C(C)NC2=C(C(=O)CC(c3ccc(OC)cc3)C2)C1c1cccc([N+](=O)[O-])c1 (stereo unspecified)	-1.6
O=C1C2ON(c3ccc(Cl)cc3)C(c3ccc(F)cc3)C2C(=O)N1c1ccc([N+](=O)[O-])cc1 (stereo unspecified)	0.0
O=C(C1CCN(S(=O)(=O)N2CCOCC2)CC1)N1CCc2ccccc2C1	-1.3
Cc1oc(-c2nc3ccccc3n2C)cc1C(=O)c1ccccc1	-2.1
CCOc1cc2[nH]c(=S)n(CCC(=O)N3CCN(c4cccc(Cl)c4)CC3)c(=O)c2cc1OCC	5.0
FC(F)(F)c1ccccc1CN1CCN(Cc2ccccc2C(F)(F)F)CC1	-6.8
CCOC(=O)C1=C(C)NC2=C(C(=O)c3ccccc32)C1c1cccc(OC)c1 (stereo unspecified)	-50.4
COc1cccc(C2CC(c3ccccc3)Nc3ncnn32)c1 (stereo unspecified)	5.5
CC(=O)Oc1cc2c(cc1Cl)C1(CC(c3ccccc3)O2)CC(C)(C)NC(=S)N1 (stereo unspecified)	-1.6
CN(C1CCCCC1)S(=O)(=O)c1ccc2c(c1)c(=O)c(C(=O)N1CCN(c3ccccn3)CC1)cn2C	1.8
CCOc1ccc(-c2cn3ccccc3n2)cc1[N+](=O)[O-]	-4.3
O=C(CSc1nnc(-c2ccc(F)cc2)o1)N1CCCC1	0.1
O=C(NCC1CCCO1)c1cc(Sc2cccc(Cl)c2)nc2ccccc12 (stereo unspecified)	8.2
Cn1c(=O)c2c(SCC(=O)N3CCCc4ccccc43)nc(-c3cccs3)nc2n(C)c1=O	6.3
COc1ccc(CN2C(=O)CN=C2Nc2cccc(C)c2C)cc1	-5.5
CC1CN(c2ccc([N+](=O)[O-])cc2C2Oc3[nH]c(=O)[nH]c(=O)c32)CC(C)O1 (stereo unspecified)	-1.1
Cc1nn(S(=O)(=O)N2CCCCC2)c(C)c1Br	23.3
CC#CCCC(=O)N1C=Cc2ccccc2C1C#N (stereo unspecified)	-6.7
CN1C=C(c2ccc3ccccc3n2)Cc2ccccc21	-14.6
O=C(C1=C(O)C(=O)N(Cc2ccco2)C1c1cccnc1)c1cc2ccccc2o1 (stereo unspecified)	-4.9
CCOC(=O)Cc1nnc(NC(=O)c2ccccc2C)s1	-0.4
CCC(C)n1c(=N)c(C(=O)NC2CCCC2)cc2c(=O)n3cccc(C)c3nc21 (stereo unspecified)	-71.2
O=c1[nH]cnc2sc3c(c12)CCCC3	-5.9&-6.0
O=C(CN1CCN(S(=O)(=O)c2cccc([N+](=O)[O-])c2)CC1)Nc1ccc2c(c1)OCO2	1.9
O=C(CC1N=C2c3ccccc3N=C(SCc3ccc([N+](=O)[O-])cc3)N2C1=O)NCc1cccs1 (stereo unspecified)	-5.0
FC(F)Oc1ccccc1C1CC(c2ccc(Br)cc2)Nc2ncnn21 (stereo unspecified)	2.8
N#Cc1c(NCCN)nc(NCc2ccccc2)c2c1CCN(Cc1ccccc1)C2	-10.9
CN(CC(=O)Nc1ccc2c(c1)OCCO2)S(=O)(=O)c1ccc(Br)s1	-1.7
O=C(Nc1nnc(Br)s1)c1ccco1	-13.1

Next section
SMILES	14-3-3g Raf
Cc1cc(Cl)ccc1OCC(=O)Nc1ccc(S(=O)(=O)N2CCC(C)CC2)cc1	-57.6
Cn1c(NCc2cccs2)nc2ccccc21	2.9
COCCNC(=O)c1cc(Sc2nnc(C)s2)nc2ccccc12	-4.3
CCCC(=O)Oc1ccc2c(=O)c(-c3ccccc3OC)coc2c1	-12.3
CCC(=O)NC(c1ccccc1)c1ccc2cccnc2c1O (stereo unspecified)	-1.3
COc1ccc(/C(O)=C2/C(=O)C(=O)N(Cc3cccnc3)C2c2ccncc2)cc1F (stereo unspecified)	-3.2
COc1ccc(S(=O)(=O)NC(Cc2ccc(Cl)cc2)C(=O)O)cc1 (stereo unspecified)	2.0
CCN1CCN(S(=O)(=O)c2ccc(Oc3ccccc3Cl)cc2)CC1	-3.5
C=CCn1c(NC)nc2c1c(=O)[nH]c(=O)n2C	-0.7
CCOc1cc(C(=O)Oc2cc(=O)oc3ccccc23)cc(OCC)c1OCC	-5.5
O=C1C2ON(c3ccccc3)C(c3cc(Br)ccc3O)C2C(=O)N1c1ccccc1 (stereo unspecified)	4.9
COc1ccc(CCNC(=O)c2sc3nc(C)[nH]c(=O)c3c2C)cc1OC	-3.2
Cc1ccc(CN2CCC(=O)NC2=O)cc1	-11.9
Cc1ccc(S(=O)(=O)NC2CCCC(C(=O)O)C2)cc1 (stereo unspecified)	-7.6
CNC(=O)c1cc2c(ccc3ccccc32)oc1=N	-51.2
O=C(c1cc2nc(-c3cccs3)cc(C(F)(F)Cl)n2n1)N1CCc2ccccc21	-9.1
COc1cccc2c1OC1(C)C(C)C2NC(=S)N1c1ccccc1 (stereo unspecified)	8.4
O=C(CSc1nc(NS(=O)(=O)c2ccccc2)cc(=O)[nH]1)Nc1ccc(F)cc1	-7.1
Cc1c(Cl)cccc1NC(=O)c1cc(C2CC2)on1	-1.6
Cc1ccc(S(=O)(=O)Nc2ccc(CCc3nc4ccccc4o3)cc2)cc1	-4.3
Cc1cccc(NC(=O)Cn2cnc3sc(C)c(C)c3c2=O)c1	-1.7
Cc1ccccc1-c1nc(CS(=O)(=O)CC(=O)Nc2cc(F)ccc2F)c(C)o1	-2.7
Cc1cc([N+](=O)[O-])nn1CC(=O)N(C)C1CCCCC1	4.4
CC1CCN(S(=O)(=O)c2ccc(F)c(C(=O)NCc3ccc(F)cc3)c2)CC1	1.3

An excerpt; count on the stated rates, not on these rows.
